NCOA2 inhibitor: human SRC2 (NCOA2) inhibition; Q15596; HEK293 GAL4-SRC2 luciferase reporter, luminescence; inhibition, % at 9 µM; hit rate 0.17% among 370,000; AID 651957;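 active means inhibition above the mean inhibition of all tested compounds plus 3 SD, set per campaign, cut at about 52% in these data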;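 further: 0% = DMSO treated cells and 100% = cells given Gossypol at 36 µM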
TLR9-MyD88 block: inhibitors of human TLR9-MyD88 binding | Q9NR96+Q99836 | CHO BLA complementation TLR9-MyD88, CCF4 FRET ratio | inhibition, % at 4.98 µM | hit rate 0.21% among 340,000 | AID 504734;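 active means inhibition above the mean over all tested compounds plus 3 SD, cut at about 21% in these data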;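 further: 0% = DMSO only wells and 100% = clavulanate BLA inhibitor control wells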
Target sequence (Q99836 whole entry, looked up): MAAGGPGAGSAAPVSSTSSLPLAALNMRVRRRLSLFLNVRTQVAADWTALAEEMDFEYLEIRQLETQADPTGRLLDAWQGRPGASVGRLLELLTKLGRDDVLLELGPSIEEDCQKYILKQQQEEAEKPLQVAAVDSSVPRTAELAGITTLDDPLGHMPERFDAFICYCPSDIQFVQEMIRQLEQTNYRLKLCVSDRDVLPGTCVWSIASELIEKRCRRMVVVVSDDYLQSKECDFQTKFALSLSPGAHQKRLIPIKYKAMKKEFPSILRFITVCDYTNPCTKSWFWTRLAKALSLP
Target sequence (Q9NR96 whole entry, looked up): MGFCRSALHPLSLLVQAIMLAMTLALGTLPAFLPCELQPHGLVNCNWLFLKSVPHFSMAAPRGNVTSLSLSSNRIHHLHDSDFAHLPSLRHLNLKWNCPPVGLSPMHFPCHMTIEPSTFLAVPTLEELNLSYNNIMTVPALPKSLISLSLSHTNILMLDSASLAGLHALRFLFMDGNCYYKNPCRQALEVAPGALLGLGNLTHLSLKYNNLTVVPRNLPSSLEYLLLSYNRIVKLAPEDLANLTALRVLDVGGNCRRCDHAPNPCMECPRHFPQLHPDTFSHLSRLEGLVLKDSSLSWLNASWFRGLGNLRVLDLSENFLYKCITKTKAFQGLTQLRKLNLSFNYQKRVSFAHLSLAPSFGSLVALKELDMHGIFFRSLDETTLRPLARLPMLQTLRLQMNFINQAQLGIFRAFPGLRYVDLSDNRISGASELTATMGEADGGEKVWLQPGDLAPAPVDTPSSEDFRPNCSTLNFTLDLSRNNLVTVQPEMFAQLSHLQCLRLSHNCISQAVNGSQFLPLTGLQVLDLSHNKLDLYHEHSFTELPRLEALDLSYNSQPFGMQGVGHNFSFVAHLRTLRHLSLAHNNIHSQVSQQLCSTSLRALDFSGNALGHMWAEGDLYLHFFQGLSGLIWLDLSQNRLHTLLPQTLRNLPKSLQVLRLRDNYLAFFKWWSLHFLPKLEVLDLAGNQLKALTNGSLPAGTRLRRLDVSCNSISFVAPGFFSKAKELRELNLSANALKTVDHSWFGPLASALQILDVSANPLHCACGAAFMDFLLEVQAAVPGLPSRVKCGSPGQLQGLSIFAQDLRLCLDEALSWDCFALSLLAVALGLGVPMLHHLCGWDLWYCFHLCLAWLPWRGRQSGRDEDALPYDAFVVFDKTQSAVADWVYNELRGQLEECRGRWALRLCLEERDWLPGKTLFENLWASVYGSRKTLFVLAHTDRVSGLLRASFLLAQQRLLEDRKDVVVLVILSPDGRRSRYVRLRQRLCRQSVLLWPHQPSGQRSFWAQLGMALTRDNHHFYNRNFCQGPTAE
TROY NFkB inh: blocks TROY-dependent signaling in reporter cells | Q293 LMP1-TROYcd NF-kB luciferase reporter, 4 h | inhibition, % at 10 µM | hit rate 0.98% among 360,000 | AID 1347056;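 active means compounds whose plate-normalised and pattern-corrected inhibition of the luciferase reporter signal at the single screening dose is 50% or more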
NR5A2 inv ag: suppresses constitutive activity of human LRH-1; hit rate 0.13% among 360,000; HEK293T StAR-luciferase reporter, LRH-1 transfected, 24 h; inhibition, % at 3.6 µM;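 active means inhibition above the mean inhibition of all tested compounds plus 3 SD, cut at about 73% in these data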;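 further: 0% = DMSO wells and 100% = reporter-only cells lacking LRH-1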
NR2F2 inh: blocks human COUP-TFII nuclear receptor; P24468; HEK293T NGFI-A luciferase reporter, luminescence; inhibition, % at 8.6 µM; hit rate 0.7% among 370,000; AID 686940;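 active means inhibition above a per-plate cutoff, mean inhibition of test wells between control levels plus 3 SD, cut at about 38% in these data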;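 further: cells cotransfected with COUP-TFII expression vector driving the NGFI-A reporter; 0% = median of COUP-TF2 test wells and 100% = reporter-only cells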
SRC3 inh: human NCOA3 inhibition; HEK293 GAL4-SRC3 luciferase reporter, luminescence; inhibition, % at 3.6 µM; hit rate 0.17% among 360,000;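 active means inhibition above a per-campaign cutoff, the mean of all compounds plus 3 SD, cut at about 60% in these data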;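 further: 0% = DMSO-treated cells and 100% = gossypol-treated cells at 36 µM; higher means less SRC3-driven luciferase light from the GAL4 reporter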
NOD2-RIPK2 inh: blocks binding of human NOD2 to RIPK2 | O43353 | CHO BLA complementation NOD2-RIPK2, CCF4 ratio | inhibition, % at 4.98 µM | hit rate 0.38% among 360,000 | AID 624267; in the data active means inhibition above about 21%;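 further: 0% = vehicle only and 100% = reference blocker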
TWEAK-Fn14 inh: blocks TWEAK-Fn14 interaction in a reporter cell assay | TWEAK-stimulated Fn14 reporter cells, luciferase luminescence, 8 h | hit rate 2% among 360,000 | inhibition, % at 10 µM; in the data active means inhibition above about 50%
EBV LMP1 NFkB: reduces LMP1-driven NF-kappaB luciferase signal; LMP1-induced NF-kappaB luciferase reporter cells, luminescence; inhibition, % at 12.5 µM; hit rate 0.69% among 350,000; in the data active means inhibition above about 41%;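 further: 0% = neutral control wells and 100% = reference inhibitor control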
C8 TRAIL sens: caspase-8 TRAIL sensitization; NB7+C8 cells + TRAIL, ATPlite viability luminescence; inhibition (viability loss, TRAIL sensitization), % at 10 µM; hit rate 1% among 360,000;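 active means compounds causing at least 50% loss of cell viability in the single-dose screen, relative to plate controls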
SRC1 inh: human NCOA1 inhibition; Q15788; HEK293 GAL4-SRC1 luciferase reporter, luminescence; inhibition, % at 3.6 µM; hit rate 0.12% among 360,000; AID 588354;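 active means inhibition above the campaign mean plus 3 SD, with each screening campaign given its own cutoff, cut at about 60% in these data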;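 further: 0% = DMSO treated cells and 100% = gossypol at 36 µM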
* marks the source's active call; other numbers are inactive results; x = not tested or not shown.

canonical_smiles,NCOA2 inhibitor,TLR9-MyD88 block,TROY NFkB inh,NR5A2 inv ag,NR2F2 inh,SRC3 inh,NOD2-RIPK2 inh,TWEAK-Fn14 inh,EBV LMP1 NFkB,C8 TRAIL sens,SRC1 inh
CCc1nnc(NS(=O)(=O)c2ccc(NC(=S)NC(=O)c3ccccc3)cc2)s1,-3,-5,-55,-19,-4,7,-10,-11,-2,0,-10
COc1ccc(NC(=O)c2ccccc2Cl)c(NC(=O)c2ccco2)c1,-1,1,-13,2,3,0,-2,-22,-3,-8,8
O=C(CSc1ccc2c(c1)OCCO2)NC(=O)Cc1ccccc1,-14,0,-19,-2,7,11,-6,-5,1,-14,8
COc1cc(C(=O)Nc2cccc(-c3nc4cc(C)ccc4o3)c2C)cc(OC)c1OC,-32,6,4,-20,-10,-26,-6,-11,4,4,-20
COC(=O)c1ccccc1NC(=O)NCC1CCCO1 (centres undefined),-5,6,-10,26,-12,10,-1,-2,6,5,2
COc1ccc(/C=C/C(=O)Oc2ccc(/C=N/NC(=O)c3ccccc3)cc2)cc1OC,-18,1,-14,-24,29,-56,-9,-50,-7,33,-49
COc1cccc(C(=O)NCC(=O)NCc2cc(=O)n(C)c(=O)n2C)c1OC,6,-3,-8,-8,1,-3,-6,-6,0,6,-15
CCCNC(=O)C(Cc1ccccc1)NC(=O)c1ccccc1 (centres undefined),-7,-8,-2,-6,-17,-4,7,-1,-5,-2,1
COc1ccccc1N(CC(=O)Nc1ccc(C)cc1Cl)S(=O)(=O)c1cccs1,-7,5,-10,-4,4,-8,-2,20,-1,-6,-5
CC(=O)c1ccc(CC2SC(N)=NC2=O)cc1 (centres undefined),0,-4,7,5,13,-41,-12,8,-5,-4,-7
CC(=O)Nc1ccc(SCC(=O)c2ccc(Br)s2)cc1,-19,5,-15,9,-1,-27,2,8,-5,9,-13
CCOC(=O)COc1cc(OCC(=O)OCC)c2c(=O)cc(-c3ccccc3)oc2c1,-6,-2,-29,20,15,18,-3,-13,12,-13,-5
O=C(NCc1nc2ccccc2[nH]1)C1=C[C@H](c2coc3ccccc3c2=O)C[C@H](OCCCCO)O1,8,-6,-2,-17,-3,-10,2,-17,-1,-8,-1
CCN(CC)CCNC(=O)C(Oc1ccccc1)Oc1ccccc1,2,3,-18,-4,-31,12,-6,-3,-1,-8,-2
CCn1c(CSc2ncn[nH]2)nc2cc(C(=O)O)ccc21,-38,-8,6,6,-4,5,-2,-16,7,9,-3
O=C(NCCCN1CCN(Cc2ccccc2)CC1)C1CCN(S(=O)(=O)N2CCC3(CC2)OCCO3)CC1,-1,9,-8,-4,4,3,-6,5,-3,7,7
O=C(c1ccccc1)N1CCN(c2nc3ccc([N+](=O)[O-])cc3s2)CC1,17,-14,18,10,6,13,0,2,-4,9,-9
Cc1cccc(C2c3[nH]c4ccccc4c3CCN2C(=O)c2cc(C(C)C)nc(N)n2)n1 (centres undefined),-21,13,12,3,8,-1,-4,6,3,-9,2
COCC1CCCCN1C(=O)C1CCN(c2nc(-c3ccccc3)nc3c2CCC3)CC1 (centres undefined),-3,-1,19,26,7,6,3,-8,-5,35,17
COCc1nnc(NC(=O)CS(=O)(=O)c2ccc(C)cc2)s1,11,-1,-7,-6,9,3,-7,-3,-3,9,2
CCCCNC(=O)C1(C)CCCCCN1Cc1cccc2c(OC)cc(C(=O)OCC)cc12 (centres undefined),-14,x,21,-10,28,-21,-7,-31,x,12,7
O=C(c1cccc(Oc2c(Cl)cccc2[N+](=O)[O-])c1)N1CCCCC1,-6,8,-22,23,-25,19,-3,5,2,-2,-14
COc1ccc(Cl)cc1N1C(=O)/C(=C/c2sccc2C)N=C1SCC(=O)NC1CC1,-15,x,-8,12,-8,-5,4,-10,x,19,5
CC(C)c1ccc(NC(=S)NC2CCN(Cc3ccccc3)CC2)cc1,-9,-2,19,-3,0,23,3,18,-11,20,2
COc1ccc(OC2OC3COC(C)(C)OC3C(O)C2NC(C)=O)cc1 (centres undefined),-7,-12,2,13,-13,4,-14,9,3,6,2
COc1ccc(CNC(=O)CSc2nnnn2-c2ccc(O)cc2)cc1,0,2,13,-14,-13,13,-3,-2,8,3,-9
CC1CCCC/C1=N\NS(=O)(=O)c1ccc(Br)cc1 (centres undefined),-7,5,5,8,-10,7,-3,12,-1,0,2
COc1ccc(C(=O)NCC2(c3ccc(OC)c(OC)c3)CCCC2)cc1OC,6,4,11,8,-17,-2,-1,1,4,16,-2
O=S1(=O)[C@H]2C[C@@H]3C=C[C@@]2(CN1Cc1cccc(C(F)(F)F)c1)O3,-25,0,-11,11,12,4,-13,12,-7,-17,-18
COc1ccc(/C=N/NC(=O)c2cccc(OC(F)(F)C(F)F)c2)cc1O,-8,-11,-21,-6,-11,4,2,-6,0,10,12
COc1cc(/C=N/NC(=O)c2cccc(N3CCCC3=O)c2)ccc1O,-28,-1,-15,-112,-31,-7,7,-10,12,-5,-20
Cc1nn(CC(=O)N(C)C2CCS(=O)(=O)C2)c(C)c1[N+](=O)[O-] (centres undefined),-21,4,-3,7,0,-2,2,6,3,26,-72
COc1ccc(-c2oc3ncn4nc(Cc5ccccc5)nc4c3c2-c2ccc(OC)cc2)cc1,-5,-1,-7,-1,-15,-3,1,-15,3,9,-8
COc1cc(OC)c(C(=O)NC23CC4CC(CC(C4)C2)C3)cc1OC,12,7,15,0,-7,2,0,-23,-6,9,10
CCC(c1nnnn1Cc1cccs1)N1CCN(c2nc3ccccc3s2)CC1 (centres undefined),8,-2,25,-4,1,-4,-8,28,1,-1,-1
COc1ccc(/C=N/Nc2ccc(C(=O)O)cc2)cc1Br,-25,4,66*,-97,2,-21,1,93*,36,1,-49
CC1=NN(c2nc3ccccc3s2)C(O)(C(F)(F)F)C1 (centres undefined),-5,-2,-18,6,-2,-1,0,6,-3,16,-13
CCc1ccc(N2CC(C(=O)N3CCCCCC3)CC2=O)cc1 (centres undefined),2,-11,-8,-21,-5,-37,-2,27,-6,5,-16
CC(=O)NC(c1ccc(N(C)C)cc1)c1cc(Cl)c2cccnc2c1O (centres undefined),18,8,23,18,7,28,-9,34,11,14,22
CC(=O)Oc1ccc(OC(C)=O)c(S(=O)(=O)c2ccc(C)c(C)c2)c1,-12,-3,1,27,-10,9,0,10,-5,9,-24

A draw from above in order of count of non-hydrogen atoms, rising.
canonical_smiles,NCOA2 inhibitor,TLR9-MyD88 block,TROY NFkB inh,NR5A2 inv ag,NR2F2 inh,SRC3 inh,NOD2-RIPK2 inh,TWEAK-Fn14 inh,EBV LMP1 NFkB,C8 TRAIL sens,SRC1 inh
COc1ccc(/C=N/Nc2ccc(C(=O)O)cc2)cc1Br,-25,4,66*,-97,2,-21,1,93*,36,1,-49
CC(=O)NC(c1ccc(N(C)C)cc1)c1cc(Cl)c2cccnc2c1O (centres undefined),18,8,23,18,7,28,-9,34,11,14,22
CCC(c1nnnn1Cc1cccs1)N1CCN(c2nc3ccccc3s2)CC1 (centres undefined),8,-2,25,-4,1,-4,-8,28,1,-1,-1

(next part)
canonical_smiles,NCOA2 inhibitor,TLR9-MyD88 block,TROY NFkB inh,NR5A2 inv ag,NR2F2 inh,SRC3 inh,NOD2-RIPK2 inh,TWEAK-Fn14 inh,EBV LMP1 NFkB,C8 TRAIL sens,SRC1 inh
CNc1ccc(/C=C2\COc3ccccc3C2=O)cc1[N+](=O)[O-],0,6,-67,11,8,12,-9,6,-14,6,-7
c1ccc2c(c1)CCN(Cc1nnnn1Cc1ccc3c(c1)OCO3)C2,-1,-5,-48,-22,10,11,-2,8,1,-20,-5
COc1cccc(C(=O)NCc2ccc(-c3nc4ccccc4s3)cc2)c1,-25,9,x,-36,-11,-41,9,-2,19,18,-48
CC(NC(=O)COC(=O)CCc1ccccc1)c1ccccc1 (centres undefined),6,2,15,0,-13,23,0,-7,5,-10,4
Cc1cc(C)n(C(=O)CNC(=O)c2ccc(Cl)cc2Cl)n1,-6,6,-85,-2,-13,-3,-7,-18,-5,-8,-24
CN(C)c1ccc(/C=N/NC(=O)C2CC2c2ccccc2)cc1 (centres undefined),12,-9,2,-5,-19,-5,-4,-19,-19,-4,3
O=C(/C=C/c1cccc([N+](=O)[O-])c1)NCCSCc1ccc(Cl)cc1,-40,5,16,17,-3,0,10,1,4,-2,4
C(=N/N1CCN(c2ccccc2)CC1)/c1ccncc1,-34,-13,-11,-22,17,3,-11,-6,-11,5,-4
CCCCNC(=O)N(O)C1N(/N=C/c2ccccc2OC)C(=S)SC1(C)C (centres undefined),-9,-12,1,1,3,7,4,17,4,-4,7
Cc1cc(NC(=O)COC(=O)CCNS(=O)(=O)c2ccccc2)n(-c2ccccc2)n1,0,-1,13,-19,4,-16,4,14,6,-13,-2
Cc1cccc(N(C(=O)c2csnn2)C(C(=O)NC(C)(C)C)c2cccnc2)c1 (centres undefined),-8,3,5,-10,15,13,-2,11,1,-6,11
COc1ccc(C(CNC(=O)c2cccc(S(=O)(=O)Nc3ccccc3OC)c2)N2CCCCC2)cc1 (centres undefined),12,-1,0,-20,-8,18,1,-10,-8,1,-26
CCCNC(=O)C1(C)CCCN(C(=O)/C=C/c2ccccc2)C1 (centres undefined),5,x,-13,7,9,6,-1,17,x,-6,0
COc1ccc(C(=O)NCC(=O)N2CCN(c3ccc(F)cc3)CC2)cc1,0,0,11,7,6,-4,-2,13,4,-7,-6
Cc1nn(Cc2ccc(Cl)cc2)c(C)c1NC(=O)C1CC=CCC1C(=O)O (centres undefined),20,8,0,1,1,22,-9,8,8,-11,-1
COc1ccc(Nc2nc(N)nc(CN3CCc4ccccc4C3)n2)cc1,-9,-8,5,0,0,3,-8,5,6,-2,-6
CC(=O)CC[C@@H](C)O[C@@H]1OC(C)[C@H](O)CC1O (some centres undefined),-7,-1,4,6,0,-5,-4,2,85*,-11,-5
COc1cccc(Oc2cn[nH]c2-c2ccc(OCC(=O)NN)cc2O)c1,5,5,4,0,12,4,-10,-2,-6,-8,-3
COc1ccc(OC(=O)c2cc3cc(Cl)ccc3oc2=O)cc1,-7,-3,1,-5,10,-5,1,-9,0,-19,-2
Cc1ccc(NC(=O)COc2coc(CN3CCN(Cc4ccccc4)CC3)cc2=O)cc1,18,-7,-10,22,13,26,-4,4,16,-5,15
O=C(O)Cc1ccc(NC(=S)NCc2ccco2)cc1,11,5,20,12,16,5,1,-3,8,-9,3
COC(=O)[C@@]12C[C@@H](CC(=O)NCc3ccc(C)o3)C(=O)N(Cc3ccccc3)C1=CCC(C)(C)C2,-13,x,x,-2,10,x,4,x,x,-8,x
C=CCOn1c(=O)c(-c2ccc(F)cc2)[n+]([O-])c2ccccc21,-4,1,4,6,5,5,1,-18,0,-13,16
COc1cc(OC)cc(-c2c(C#Cc3ccsc3)c3cc(-c4ccc(OC)c(F)c4)ccc3n2C)c1,-11,0,-15,-11,-18,-12,0,-20,-5,-11,-15
CCN(CC)S(=O)(=O)c1ccccc1/C=N\O,4,9,32,-6,-8,17,-6,62*,-3,4,-6
CCN(CC)c1ccc(NC(=O)CCNS(=O)(=O)c2ccc3c(c2)CCC(=O)N3)c(C)c1,10,-5,-2,10,12,-9,-2,1,-4,14,7
COc1ccccc1C(=O)OCC(=O)NC(=O)NC1CCCC1,22,-3,0,8,5,-3,-6,10,2,14,1

Source: PubChem BioAssay

An excerpt. The share of hits here may be higher or lower than overall.
